Compound activity deposited in PubChem by Sanford-Burnham Center for Chemical Genomics.
tim23-1 inh: growth inhibitors of tim23-1 mutant yeast; S. cerevisiae tim23-1 growth, BacTiter-Glo luminescence, 24 h; inhibition, % at 20 µM; actives 1.3% (n = 330,000); AID 463212;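 active means growth inhibition of the mutant yeast at or above 50%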;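 further: temperature-sensitive mutant grown at 25 °C; plate controls were DMSO-treated mutant yeast for no effect and medium wells lacking yeast for full effect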
TIM10 inh: TIM10 yeast growth inhibition; S. cerevisiae TIM10 strain growth, BacTiter-Glo luminescence, 24 h; inhibition, % at 10 µM; actives 1.4% (n = 330,000); AID 463195;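 active means inhibition of 40% or more at the single tested concentration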;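 further: wild-type TIM10 isogenic control strain grown at permissive 25 °C; 0% = DMSO yeast wells and 100% = minimal medium wells without yeast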
Mdm2-MdmX inh: inhibitors of human Mdm2/MdmX interaction | O15151+Q00987 | SaOS-2 split-luciferase Mdm2/MdmX complementation, luminescence | inhibition, % at 8 µM | actives 3% (n = 330,000) | AID 485346;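 active means inhibition of at least 50% at 8 µM in the primary screen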
Target sequence (O15151 whole entry, looked up): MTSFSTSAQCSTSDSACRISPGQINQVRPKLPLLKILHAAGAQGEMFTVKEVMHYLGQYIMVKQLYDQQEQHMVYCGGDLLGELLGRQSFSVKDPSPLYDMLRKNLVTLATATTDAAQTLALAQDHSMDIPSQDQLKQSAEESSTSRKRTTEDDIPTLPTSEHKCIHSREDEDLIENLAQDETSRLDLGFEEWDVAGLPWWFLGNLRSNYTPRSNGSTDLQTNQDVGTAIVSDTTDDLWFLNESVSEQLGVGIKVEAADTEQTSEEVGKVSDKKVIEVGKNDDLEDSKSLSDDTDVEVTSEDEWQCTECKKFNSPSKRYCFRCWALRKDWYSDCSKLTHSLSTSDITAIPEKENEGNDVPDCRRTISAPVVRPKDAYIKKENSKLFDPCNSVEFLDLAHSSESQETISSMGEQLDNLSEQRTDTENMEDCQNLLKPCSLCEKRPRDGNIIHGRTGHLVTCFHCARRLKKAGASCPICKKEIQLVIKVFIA
Target sequence (Q00987 whole entry, looked up): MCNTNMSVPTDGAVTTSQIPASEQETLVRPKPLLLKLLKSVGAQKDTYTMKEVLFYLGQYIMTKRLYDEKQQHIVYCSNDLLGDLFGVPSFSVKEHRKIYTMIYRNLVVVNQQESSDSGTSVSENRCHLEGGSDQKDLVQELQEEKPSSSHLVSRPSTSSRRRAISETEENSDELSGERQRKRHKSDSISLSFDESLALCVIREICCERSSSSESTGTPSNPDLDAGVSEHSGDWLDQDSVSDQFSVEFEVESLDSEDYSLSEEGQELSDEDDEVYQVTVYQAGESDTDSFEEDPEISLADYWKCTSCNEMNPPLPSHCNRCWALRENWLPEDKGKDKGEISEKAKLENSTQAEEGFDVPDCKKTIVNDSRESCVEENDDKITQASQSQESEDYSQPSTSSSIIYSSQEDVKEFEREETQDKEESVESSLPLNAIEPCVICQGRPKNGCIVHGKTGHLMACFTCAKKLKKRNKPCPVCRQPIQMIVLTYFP
697 NFkB inh: inhibitors of the PMA/ionomycin-induced NF-kB reporter in 697 B cells; 697 B-cell NF-kB luciferase reporter, 16 h; inhibition, % at 4 µM; actives 0.33% (n = 330,000); AID 435022; in the data active means inhibition above about 35%
tim10-1 inh: growth inhibitors of tim10-1 mutant yeast | S. cerevisiae tim10-1 ts strain growth, BacTiter-Glo, 24 h | inhibition, % at 20 µM | actives 2.2% (n = 330,000) | AID 463190;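 active means inhibition of at least 40%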;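 further: mutant grown at 25 °C; 0% = DMSO wells with yeast and 100% = wells holding no yeast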
UPR CHOP act: activators of apoptotic arm of unfolded protein response (CHOP). activation, % at 10 µM. CHO-CHOP luciferase reporter, UPR activation, luminescence; percent of tunicamycin response over DMSO baseline. actives 0.34% (n = 330,000). AID 449763;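 active means at 10 µM dose, activation of 40% or more, normalized to positive control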;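 further: 100% = tunicamycin at 10 µg/mL and 0% = DMSO alone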
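Assay system: CHO cells with stable CHOP pathway luciferase reporter; Buffer or medium: F12 plus 10% serum; Times: 16-18 h cell attachment, then 6 h compound exposure, 37 °C; Signal: luciferase luminescence; Read-out basis: percent activation relative to tunicamycin control; Control set: tunicamycin high control, DMSO low control.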
Jurkat NFkB inh: lowers PMA/ionomycin-induced NF-kB signal in Jurkat cells | PMA/ionomycin-induced NF-kB luciferase reporter, luminescence | inhibition, % at 4 µM | actives 0.53% (n = 330,000); in the data active means inhibition above about 50%
UPR XBP1 act: adaptive UPR (XBP1) activation; CHO-XBP1 luciferase reporter, IRE1-XBP1 UPR activation, luminescence; percent of tunicamycin response, DMSO as zero; activation, % at 20 µM; actives 0.33% (n = 330,000); AID 463104;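 active means versus positive control, 20 µM dose yields 30% or more activation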;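 further: 100% = tunicamycin at 10 µg/mL and 0% = DMSO only wells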
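Material: IRE1-XBP1 luciferase reporter CHO line / Quantity: one thousand reporter cells per well / Buffer or medium: F12 with 10% serum / Compound: 20 µM single concentration, DMSO 1% / Times: 6 h treatment, 37 °C / Detection: Steady-Glo luciferase glow luminescence, 10 min after reagent addition / Benchmarks: tunicamycin high, DMSO low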
* hit, by the source's call.

SMILES	tim23-1 inh	TIM10 inh	Mdm2-MdmX inh	697 NFkB inh	tim10-1 inh	UPR CHOP act	Jurkat NFkB inh	UPR XBP1 act
CCN1CCN(c2nc(-c3ccc(F)cc3)cc(=O)[nH]2)CC1	-10	3	16	14	-6	-0.7	1	-5
NS(=O)(=O)c1ccc(NC(=O)CN2C(=O)CCC2=O)cc1	-1	-1	4	8	-7	-2.5	-5	-3
CCCCc1ccc(NC(=O)CN2C(=O)C3CCCCC3C2=O)cc1 (centres undefined)	37	-2	-5	-19	22	2.2	-24	0
Cn1ccsc1=NC(=O)c1ccc([N+](=O)[O-])o1	57*	-82	5	-28	50*	0.7	-6	-2
COc1ccc(Nc2oc(COc3ccc(Cl)cc3)nc2C#N)cc1	32	33	61*	10	35	2.1	10	1
O=C(c1ccc(Cl)c([N+](=O)[O-])c1)N1CCCc2ccccc21	23	-16	22	0	15	4.6	-11	-1
CCCc1nc(-c2cc3ccccc3[nH]c2=O)no1	-4	14	17	-30	1	0.7	3	-2
O=C(O)c1ccc(N/N=C/c2c(F)cccc2Cl)cc1	3	10	-66	-126	-17	-7.6	2	-9
O=C1CC(C(=O)N2CCc3ccccc32)CN1c1cccc(C(F)(F)F)c1 (centres undefined)	2	7	19	7	8	-0.8	7	-2
CC(C)(C)N1C(=O)Cc2c1nc(N)c1c(N)nc(N3CCCCC3CO)c(C#N)c21 (centres undefined)	24	26	68*	-45	34	23	56*	-5
CN(Cc1ccco1)C(=O)c1ccc(OC2CCN(Cc3ccccn3)CC2)cc1	13	5	-6	-3	-10	0.2	21	-3
O=C(CC1C(=O)NCCN1Cc1ccccc1C(F)(F)F)NCCn1cccn1 (centres undefined)	6	2	1	0	11	0.9	5	-1
CCOC(=O)C(CSCc1ccccc1)NC(=O)OC(C)(C)C (centres undefined)	26	-4	-14	11	7	0.6	4	0
COc1ccc(CN(C)C(=O)c2ccc(COc3ccccc3)cc2)c(OC)c1	29	13	-1	0	-1	1.8	-5	9
Cc1ccc(S(=O)(=O)NNC(=O)c2ccc(NC(=O)C3CC3)cc2)cc1	-4	4	11	14	-17	-0.8	20	0
CCCN(CC(=O)Nc1ccccc1C)C(=O)CCCNC(=O)c1ccc(Cl)cc1	-9	14	6	15	18	-1.5	14	-2
CC(C)(C)NC(=O)COC(=O)c1ccc(Cl)cc1O	9	5	24	14	10	3.1	8	-1
CCn1cc(S(=O)(=O)N2CCN(Cc3cccc(Cl)c3)CC2)cn1	16	2	16	16	31	-0.9	-6	0
CN1C2CCC1CC(NC(=O)CSCc1ccc(Cl)cc1Cl)C2 (centres undefined)	-50	-5	4	-5	-21	-1.1	-18	2
Cc1nn(C)c(Oc2ccccc2)c1CCNS(=O)(=O)c1ccccc1	5	4	7	-19	15	-0.1	-1	0
COc1cccc(C2Nc3cccc4cccc(c34)N2)c1	57*	36	30	-15	21	2.6	8	2
CCOc1ccc(C(=O)CCC(=O)NCC(=O)Nc2c(C)cccc2C)cc1	-8	-1	9	5	-1	-1.7	0	-4
CN1CCN(C(=O)c2ccc(N(Cc3ccccc3Cl)S(C)(=O)=O)cc2)CC1	8	-1	-14	15	-2	-1.2	22	-3
O=C(c1ccc(=O)oc1)N1CCN(C(c2ccccc2)c2ccccc2)CC1	-3	4	40	4	8	0.3	-5	3
Fc1ccc(/C=N/Nc2ncnc3nc[nH]c23)cc1F	-1	-9	34	-36	-3	0.2	-23	4
Following part:
SMILES	tim23-1 inh	TIM10 inh	Mdm2-MdmX inh	697 NFkB inh	tim10-1 inh	UPR CHOP act	Jurkat NFkB inh	UPR XBP1 act
CCCCC(=O)Nc1cccc(NC(=O)c2ccccc2Br)c1	49	35	5	0	29	-1.2	-1	0
COc1cc2c(cc1OC)CN(C(=O)c1ccc(-c3ccccc3)cc1)CC2	44	24	17	-7	49*	0.0	-24	-1
O=C(Nc1ccc(N2CCN(C(=O)c3cccs3)CC2)c(Cl)c1)c1ccco1	26	25	0	-11	12	0.8	0	1
O=[N+]([O-])c1ccc(OCC(O)CN(C2CCCCC2)C2CCCCC2)cc1 (centres undefined)	6	-22	14	-3	6	1.1	-2	-2
CCCN(CCC)CCCNC(=O)C1c2cc(OC)c(OC)cc2C(=O)N(C)C1c1cccnc1 (centres undefined)	-1	-12	-7	12	10	-1.0	9	-1
Cc1ccccc1C(=O)NNC(=O)C1CC(=O)N(c2ccc3c(c2)OCCO3)C1 (centres undefined)	2	3	1	-3	2	1.6	8	-1
Cc1nnc(NC(=O)C2CCN(C(=O)c3ccco3)CC2)s1	14	-7	-21	14	9	-0.8	-17	-1
Cc1ccc(-c2cc(C(=O)NN=C3CCCC3)c3ccccc3n2)cc1	42	22	-14	-5	44*	1.1	-14	-1
Cc1nnc(N/N=C/c2ccc(O)c([N+](=O)[O-])c2)[nH]c1=O	6	-10	14	0	-4	-1.0	8	-4
CCOC(=O)N1CCN(S(=O)(=O)CCNC(=O)c2ccc(OC)cc2)CC1	-12	-1	6	15	6	-0.5	7	-5
Cc1cccc(C(=O)NC2CCN(CC(=O)Nc3ccccc3Cl)CC2)c1	10	-2	12	9	4	2.3	8	-1
CSc1ccc(NC(=O)N2CC(C)OC(C)C2)cc1 (centres undefined)	15	6	15	26	2	0.5	22	-3
CCCCN1CC(C(=O)NCc2ccc(C)cc2)CC1=O (centres undefined)	7	-5	-16	19	-7	2.2	5	-1
O=C1/C(=C/c2cccnc2)SC(=NCc2ccccc2)N1Cc1ccccc1	5	23	14	19	-5	-0.5	-2	-3
COc1ccc(OC)c(NC(=O)C2CCCN(S(C)(=O)=O)C2)c1 (centres undefined)	-3	2	-4	2	-13	-1.3	2	-4
O=C(Nc1cccnc1Cl)c1cc(-c2ccccc2O)on1	-2	3	-28	-104	-18	6.7	-115	2
COc1ccc(C(=O)N[C@H](C(=O)NC2CCCCC2)C(C)C)cc1	-1	-6	-11	8	-5	1.7	15	-2
O=C(N/N=C/C(Br)=C/c1ccccc1)c1cnccn1	16	15	21	-90	5	6.2	7	3
CN(N=Nc1cccc([N+](=O)[O-])c1)c1ccccc1	15	3	-44	-89	18	3.7	-73	1
CCc1nnc(NC(=O)C2CCN(C(=O)NC3CCCCC3)CC2)s1	15	-2	-6	-2	3	-0.7	-4	-3
Cc1ccc2sc(N(CCCN(C)C)C(=O)c3ccc(Br)s3)nc2c1C	-18	29	39	9	11	2.0	12	4
CC1=C(C)CC(C(=O)NCc2cccc(Cl)c2)C(C(=O)O)C1 (centres undefined)	-4	2	24	5	8	2.4	-14	-6
CCC1(CC)N=C(c2ccccc2)C(=S)N1	9	5	0	13	2	0.4	-7	-1
CN1CCN(C(=O)/C=C/c2ccc(Cl)c(Cl)c2)CC1	11	3	-13	-14	-2	-0.6	-24	-3
Cc1cc(C)c(CN2CCN(Cc3ccc(C)o3)C(CCO)C2)c(-n2cccn2)c1 (centres undefined)	8	-15	15	-2	11	0.3	-2	-3
Continuation.
SMILES	tim23-1 inh	TIM10 inh	Mdm2-MdmX inh	697 NFkB inh	tim10-1 inh	UPR CHOP act	Jurkat NFkB inh	UPR XBP1 act
Cc1cc(S(=O)(=O)NCCCN2CCOCC2)ccc1Br	7	-34	23	5	-31	1.0	-2	0
CC(C)C(=O)Nc1ccc(NC(=O)c2cccc(F)c2)cn1	4	1	-28	5	1	3.8	-39	3
COc1cccc(NC(=S)/C(=C(\[O-])c2ccc([N+](=O)[O-])cc2)[n+]2ccccc2)c1	-4	-6	19	-7	4	0.5	-18	0
CCCCn1c(N)c(N(CCC(C)C)C(=O)C2CCN(C(=O)c3ccccc3C)CC2)c(=O)[nH]c1=O	3	3	-20	-8	13	-0.4	-6	2
Cn1c(=O)c(=O)n(C)c2cc(S(=O)(=O)NCCOc3ccccc3)ccc21	-7	4	10	14	2	-0.4	8	-1
CCCNC(=O)CCNC(=O)c1ccc(C(C)(C)C)cc1	-14	-9	19	21	14	0.0	6	-1
COc1ccc(NC(=O)CCCn2c(=O)c3sccc3n(Cc3ccccc3)c2=O)cc1	16	14	-9	-1	34	-1.5	0	-2
O=C(/C=C/c1c(Cl)cccc1Cl)n1cccn1	60*	41*	30	-6	56*	1.5	7	3
CCN(CC)C(=O)C1CC(=O)OC1(C)C (centres undefined)	22	-3	19	0	2	0.7	3	0
CC(C)[C@H](NS(=O)(=O)c1ccccc1)C(=O)OCC(=O)NC(=O)NC1CCCCC1	11	-7	13	6	-3	-0.7	-4	-4
O=C(NCCc1ccc(C(F)(F)F)cc1)C1CC(=O)N(Cc2ccccc2)C1 (centres undefined)	1	7	8	2	1	11	-13	-3
NC(=O)c1nc[nH]c1C(=O)Nc1cccc(NC(=O)c2cccc(C(F)(F)F)c2)c1	7	-3	-1	-14	1	2.1	9	3
O=C1OC(c2ccccc2)=C/C1=C/N1CCCCC1	36	25	14	4	35	3.2	10	2
CC(=O)c1ccc(S(=O)(=O)N2CCCC(N(C)CCc3ccccc3)C2)cc1 (centres undefined)	17	-1	-7	-3	23	-1.6	3	-5
CC#CCN(CC#CC)S(=O)(=O)c1ccc(-n2cnnn2)c(OC)c1	2	7	9	-4	8	0.1	3	-2
CCOC(=O)c1nnn2c1nc(N1CCN(C)CC1)c1ccccc12	-2	9	6	5	7	0.5	9	1
COC(=O)c1cc(S(=O)(=O)NCC2CCN(CCc3cccs3)CC2)c[nH]1	-8	1	-1	-1	2	-0.7	-12	-1
CCC(C)[C@@H](C(=O)N1CCNCC1)n1cc(CCCCN)nn1 (some centres undefined)	-9	-1	-26	14	-13	-1.7	-2	-2
CC1CCN(CC(O)COCCC23CC4CC(CC(C4)C2)C3)CC1 (centres undefined)	-33	9	36	-9	-61	-0.3	1	-6
O=C(CCc1ccccc1)NCCc1ccc(F)cc1	5	3	4	-5	11	0.2	-24	-1
Cn1c(=O)cc(Cl)[nH]c1=O	9	9	0	12	13	-0.2	-3	-2
CC(C)(C)NC(=O)CN(CCc1ccccc1)C(=O)c1csnn1	0	5	3	7	6	-0.4	-1	-3
O=C(O)c1ccccc1SCc1cn2ccccc2n1	-1	6	13	14	-7	2.4	10	-1
CC1=C(C(=O)OCC2CCCO2)C(c2ccc(C)cc2)C2=C(CC(C)(C)CC2=O)N1 (centres undefined)	4	12	-13	12	20	-1.0	5	0
Oc1cccc(CCC2CCCCN2Cc2cn[nH]c2-c2ccc3c(c2)OCO3)c1 (centres undefined)	-9	-6	28	7	-17	1.1	3	-1
Cc1ccc2nc(N3C(=O)C(O)=C(C(=O)c4ccc(C)o4)C3c3cccc(O)c3)sc2c1 (centres undefined)	12	26	-34	-10	17	1.1	-65	2
CN(C)c1ccc(C2C3C(=O)N(c4ccc(C(=O)O)cc4)C(=O)C3ON2c2ccccc2)cc1 (centres undefined)	0	-4	-10	-2	-5	1.5	3	-3

Some of the entries so far, with each value named:
> CCN(CC)C(=O)C1CC(=O)OC1(C)C (centres undefined)
  tim23-1 inh = 22; TIM10 inh = -3; Mdm2-MdmX inh = 19; 697 NFkB inh = 0; tim10-1 inh = 2; UPR CHOP act = 0.7; Jurkat NFkB inh = 3; UPR XBP1 act = 0

> O=C(O)c1ccccc1SCc1cn2ccccc2n1
  tim23-1 inh = -1; TIM10 inh = 6; Mdm2-MdmX inh = 13; 697 NFkB inh = 14; tim10-1 inh = -7; UPR CHOP act = 2.4; Jurkat NFkB inh = 10; UPR XBP1 act = -1

> Oc1cccc(CCC2CCCCN2Cc2cn[nH]c2-c2ccc3c(c2)OCO3)c1 (centres undefined)
  tim23-1 inh = -9; TIM10 inh = -6; Mdm2-MdmX inh = 28; 697 NFkB inh = 7; tim10-1 inh = -17; UPR CHOP act = 1.1; Jurkat NFkB inh = 3; UPR XBP1 act = -1

> CC#CCN(CC#CC)S(=O)(=O)c1ccc(-n2cnnn2)c(OC)c1
  tim23-1 inh = 2; TIM10 inh = 7; Mdm2-MdmX inh = 9; 697 NFkB inh = -4; tim10-1 inh = 8; UPR CHOP act = 0.1; Jurkat NFkB inh = 3; UPR XBP1 act = -2
